CCR6 antag: CCR6 (human) receptor antagonism; P51684; AID 493098; CHO-K1 CCR6 PathHunter beta-arrestin, luminescence, CCL20-stimulated; hit rate 0.49% among 340,000; inhibition, % at 20 µM;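 active = compounds whose inhibition of the agonist-driven luminescence signal at 20 µM reaches about 50%, limit read from the data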;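 note: cells stimulated with CCL20 at 14 nM final; plate controls were DMSO with CCL20 for no effect and DMSO without agonist for full effect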
Target sequence (P51684 whole entry, looked up): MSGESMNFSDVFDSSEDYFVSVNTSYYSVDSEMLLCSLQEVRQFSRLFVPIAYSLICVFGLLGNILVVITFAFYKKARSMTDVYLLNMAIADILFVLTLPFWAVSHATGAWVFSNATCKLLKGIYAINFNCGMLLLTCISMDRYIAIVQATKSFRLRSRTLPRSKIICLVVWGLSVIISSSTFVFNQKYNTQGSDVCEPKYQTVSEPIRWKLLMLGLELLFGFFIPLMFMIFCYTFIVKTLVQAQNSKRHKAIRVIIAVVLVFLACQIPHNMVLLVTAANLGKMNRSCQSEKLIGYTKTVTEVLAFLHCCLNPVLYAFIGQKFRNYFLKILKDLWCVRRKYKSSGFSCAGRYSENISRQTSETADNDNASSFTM
A3G deaminase: inhibitors of human APOBEC3G DNA deaminase; hit rate 0.28% among 330,000; inhibition, % at 20 µM; recombinant A3G, ssDNA deamination FAM/TAMRA fluorescence; AID 493012;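 active = inhibition of at least 40% at 20 µM, with no more than 30% in the related APOBEC3A deaminase screen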;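 note: plate controls were DMSO wells with A3G for no effect and wells lacking A3G enzyme for full effect; some compounds called inactive have numbers as strong as hits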
NR3A LBD binder: modulates the human NR3A ligand-binding domain; NR3A LBD differential scanning fluorimetry, Tm shift; 0% = protein alone, 100% = glycine-bound protein; Tm shift relative to glycine control, % at 25 µM; hit rate 2.5% among 340,000;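 active = melting temperature shift of at least 10% of the positive control shift, at one fixed dose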
MPTP block: permeability transition pore inhibition; hit rate 1.4% among 360,000; AID 602449; isolated mouse mitochondria, Ca2+ swelling absorbance, 30 min; inhibition, % at 10 µM;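 active = inhibition of 50% or more, scaled per plate between neutral and stimulator controls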;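 note: 0% = DMSO wells given calcium and 100% = 1 mM EGTA wells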
CXCR6 inh: blocks human CXCR6 beta-arrestin recruitment; O00574; CHO-K1 PathHunter CXCR6 beta-arrestin, luminescence; inhibition, % at 20 µM; hit rate 0.36% among 360,000; in the data active = inhibition above about 34%, passing the limit was not always enough;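 note: antagonist mode with CXCL16 agonist at 10 nM final; 0% = 10 nM CXCL16 with DMSO and 100% = unstimulated wells without agonist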
EBI2 antag: EBI2 (human) antagonism; inhibition, % at 5 µM; EBI2 beta-arrestin recruitment, luminescence, 7a,25-OHC stimulated; P32249; hit rate 0.81% among 360,000; in the data active = inhibition above about 38%;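 note: enzyme fragment complementation signal reports receptor beta-arrestin coupling in cells; 0% = agonist plus DMSO wells and 100% = wells without agonist; some results beyond the cut were filed as inactive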
Target sequence (P32249 whole entry, looked up, the tested form may be a part): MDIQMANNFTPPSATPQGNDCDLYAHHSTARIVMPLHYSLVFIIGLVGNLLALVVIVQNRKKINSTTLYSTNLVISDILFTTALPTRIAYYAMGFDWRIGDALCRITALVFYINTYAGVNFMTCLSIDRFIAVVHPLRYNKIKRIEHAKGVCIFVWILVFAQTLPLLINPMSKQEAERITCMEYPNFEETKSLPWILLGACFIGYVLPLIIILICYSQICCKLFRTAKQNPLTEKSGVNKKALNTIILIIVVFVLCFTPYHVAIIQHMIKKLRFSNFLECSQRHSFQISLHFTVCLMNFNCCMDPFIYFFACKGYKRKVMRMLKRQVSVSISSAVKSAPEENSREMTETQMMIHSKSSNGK
A3A deaminase: human APOBEC3A DNA deaminase inhibition. recombinant A3A, FAM/TAMRA ssDNA deamination fluorescence. inhibition, % at 20 µM. hit rate 0.41% among 330,000. AID 493011;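 active = at least 40% inhibition at 20 µM here, with at most 30% in a related deaminase screen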;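 note: plate controls were A3A with DMSO for no effect and wells lacking A3A enzyme for full effect; some results filed as inactive read as strong as hits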
Target sequence (P31941 whole entry, looked up): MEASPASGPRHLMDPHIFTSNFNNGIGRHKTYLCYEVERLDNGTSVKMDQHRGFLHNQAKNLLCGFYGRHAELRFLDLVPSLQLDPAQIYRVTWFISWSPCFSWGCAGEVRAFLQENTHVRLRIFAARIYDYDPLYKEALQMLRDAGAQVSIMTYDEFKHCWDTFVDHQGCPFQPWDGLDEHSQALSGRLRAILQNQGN
Gli-Sufu block: antagonists of Gli-Sufu signaling | Sufu-KO-LIGHT fibroblasts, Gli luciferase reporter luminescence | inhibition, % at 5 µM | hit rate 0.74% among 340,000;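 active = inhibition above about 55%, limit read from the data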;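 note: 0% = DMSO-treated cells and 100% = wells with medium but no cells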
* marks the source's active call; other numbers are inactive results; . = not tested or not shown.

SMILES | CCR6 antag | A3G deaminase | NR3A LBD binder | MPTP block | CXCR6 inh | EBI2 antag | A3A deaminase | Gli-Sufu block
O=C(CCn1c(=O)oc2cc(Cl)ccc21)Nc1ccc(N2CCOCC2)cc1 | 13 | -2 | 1 | -1.6 | 1 | 6 | -3 | 10
Cc1cccc(NC(=O)C2CCN(S(=O)(=O)c3cccs3)CC2)n1 | -5 | 0 | 2 | -1.5 | -2 | -5 | 2 | 6
COc1ccc(NC(=O)c2oc3ccccc3c2NC(=O)c2ccc3c(c2)OCO3)cc1 | 1 | -5 | 8 | 1.5 | -4 | -25 | -1 | -22
O=C(COc1cccc(NC(=O)c2cccc([N+](=O)[O-])c2)c1)c1ccc(Br)cc1 | -2 | -4 | 3 | 6.4 | 4 | 4 | -1 | -5
O=C(O)c1cccc(NC(=O)c2ccc(N3C(=O)c4ccc(C(=O)Nc5cccc(C(=O)O)c5)cc4C3=O)cc2)c1 | 15 | -1 | -12 | -1.9 | 5 | -12 | 3 | -17
COc1ccc(N(CC(=O)N/N=C/c2ccco2)S(=O)(=O)c2ccccc2)cc1 | 5 | 8 | -1 | 0.6 | 2 | 1 | 22 | -6
O=C(O)CCC(=O)N1N=C(c2ccccc2)CC1c1ccc(Br)cc1 (stereo not given) | 11 | -4 | -3 | 1.6 | -6 | 7 | -4 | 1
CC1CCc2ccccc2N1C(=O)c1cccs1 (stereo not given) | 2 | -3 | 2 | 0.3 | 6 | 20 | -2 | -4
CC(C)c1cc(CN2C(C)COCC2C)cc(C(C)C)c1O (stereo not given) | -3 | . | 0 | 0.4 | 3 | 9 | . | 7
Cc1ccc(OCC(=O)N2N=C(c3cccnc3)CC2(O)C(F)(F)F)cc1C (stereo not given) | 14 | -3 | -1 | -0.3 | 6 | 3 | 5 | 2
NC(=O)COc1ncn(-c2ccccc2)n1 | 1 | 2 | 1 | -1.0 | 1 | 0 | 2 | -7
CC(=O)N(Cc1cc(=O)[nH]c2ccccc12)c1cccc(C)c1 | -14 | -2 | 1 | -0.3 | -2 | 1 | -2 | 10
C/C(=N\Nc1nc(C(C)(C)C)cs1)c1ccc(O)cc1 | -8 | -3 | 0 | 0.2 | 10 | 5 | -7 | -9
CCN1CCCC1CN(Cc1cc2ccc(C)cc2[nH]c1=O)C(=S)Nc1ccc(F)cc1 (stereo not given) | 20 | -10 | 1 | -0.8 | 4 | -1 | -1 | 31
Cc1ccc(Sc2sc(=O)n(C)c2S(=O)(=O)c2ccc(C)cc2)cc1 | 22 | 1 | 0 | 0.3 | -3 | 3 | 3 | 1
CCCS(=O)(=O)c1c(S(=O)(=O)CCC)c2c(N)cccn2c1C(=O)OC | 24 | -5 | -1 | 0.7 | -4 | -3 | -1 | 2
O=C(NC(Cc1ccccc1)C(=O)O)OCc1ccccc1 (stereo not given) | 3 | 2 | 3 | 0.8 | -3 | 0 | 3 | -11
CC(C)NC(=O)/C(C#N)=C/c1ccc(N(C)C)o1 | 25 | -6 | 1 | 1.3 | 8 | -7 | -1 | -16
CCn1c(SCC(=O)Nc2cc(C)on2)nnc1-c1ccc(S(=O)(=O)N2CCCC2)cc1 | 2 | -4 | 3 | 7.1 | 6 | -6 | 1 | 7
O=C(N/N=C/c1c[nH]c2ccc(Br)cc12)C1CC1 | -2 | -2 | 10* | 4.8 | -17 | -3 | 3 | 5
C=CCOc1ccc(C=Nc2ccc(OC)cc2)c(O)c1 | 0 | 2 | 7 | -0.9 | 6 | -18 | 0 | -4
COc1ccccc1NS(=O)(=O)c1cc(NC(=O)CNC(=O)c2ccc(C)s2)ccc1Cl | -2 | -5 | -8 | 2.9 | -4 | 1 | -4 | -11
CC(C)(C)c1ccc2c(c1)OC(C(=O)N/N=C\c1ccncc1)CO2 (stereo not given) | -12 | -10 | -3 | 33 | -1 | 1 | -2 | -4
Cc1cccc(Nc2ncnc3onc(-c4cccc(Cl)c4)c23)c1C | 2 | -10 | -5 | 0.6 | -1 | 11 | -3 | 3
COc1ccc(OCc2cc(C(=O)NCCN3CCCc4ccccc43)no2)c(Cl)c1 | 9 | -9 | -8 | -1.3 | -12 | 13 | -3 | -8
CC[C@]12c3[nH]c4ccc(OC)cc4c3CCN1C(=O)C(CC(=O)NC/C=C(\C)CCC=C(C)C)C[C@@H]2C(=O)N1CCN(C(=O)c2ccco2)CC1 (stereo not given in full) | 11 | -2 | -3 | -0.4 | 13 | 24 | 1 | 3
Clc1ccc(-n2c(SCc3nc4ccccc4[nH]3)nnc2-c2ccncc2)cc1 | 6 | 0 | 0 | -2.1 | -2 | 10 | 2 | 12
CNC(=O)c1csc(-c2cccs2)n1 | 1 | 0 | -3 | 1.2 | -4 | 0 | -7 | -2
CC1(C)CC(NC(=O)c2ccccc2F)CC(C)(C)N1 | -8 | -3 | -1 | -1.0 | 4 | 3 | 2 | -19
Clc1ccc(-c2nnc(-c3ccccc3)nc2N2CCSCC2)cc1 | 28 | -2 | 1 | 2.9 | 11 | 2 | 3 | 8
O=C(CSc1nnc(CNC(=O)c2ccccc2F)o1)NC1CCCC1 | 3 | -11 | -3 | -1.4 | -2 | -2 | -6 | -9
CCOCCCNCc1cc(Br)ccc1OCc1ccccc1 | 18 | -6 | 0 | 4.6 | 0 | 12 | -7 | -6
Cc1ccc(C(=O)CNc2ccc(F)cc2)cc1 | 91* | 2 | 0 | -0.1 | 46* | 0 | 1 | -14
COc1ccccc1NC(=O)Nc1ccc(S(=O)(=O)Nc2onc(C)c2C)cc1 | -11 | 2 | -4 | -0.3 | -7 | -9 | 3 | 2
O=c1c(Cl)c(N2CCOCC2)cnn1-c1nc2ccccc2[nH]1 | 1 | -2 | -2 | -0.2 | -7 | -17 | 1 | -60
O=C1N(Cc2cccc(Cl)c2)C[C@@H]2C[C@@H](c3ccco3)N3CCC[C@@]123 | 4 | -4 | 1 | -0.1 | 2 | 7 | 1 | 12
CN1C(CCl)Nc2cc(Cl)c(S(N)(=O)=O)cc2S1(=O)=O (stereo not given) | 6 | . | 1 | 0.8 | -7 | 0 | . | -3
N#CC1(NC(=O)CN2C(=O)c3ccc([N+](=O)[O-])cc3C2=O)CCCCC1 | 6 | -8 | 0 | 0.0 | -11 | -13 | -2 | -2
CCn1c(COc2cccc3cccnc23)nnc1SC(F)F | 3 | -2 | 0 | 0.7 | 3 | -4 | 3 | -9
O=C(Nc1ccc(Cl)cn1)c1ccccc1F | 4 | -1 | 1 | -2.0 | 1 | 1 | 0 | -73

12 consecutive entries from above:
SMILES | CCR6 antag | A3G deaminase | NR3A LBD binder | MPTP block | CXCR6 inh | EBI2 antag | A3A deaminase | Gli-Sufu block
CC[C@]12c3[nH]c4ccc(OC)cc4c3CCN1C(=O)C(CC(=O)NC/C=C(\C)CCC=C(C)C)C[C@@H]2C(=O)N1CCN(C(=O)c2ccco2)CC1 (stereo not given in full) | 11 | -2 | -3 | -0.4 | 13 | 24 | 1 | 3
Clc1ccc(-n2c(SCc3nc4ccccc4[nH]3)nnc2-c2ccncc2)cc1 | 6 | 0 | 0 | -2.1 | -2 | 10 | 2 | 12
CNC(=O)c1csc(-c2cccs2)n1 | 1 | 0 | -3 | 1.2 | -4 | 0 | -7 | -2
CC1(C)CC(NC(=O)c2ccccc2F)CC(C)(C)N1 | -8 | -3 | -1 | -1.0 | 4 | 3 | 2 | -19
Clc1ccc(-c2nnc(-c3ccccc3)nc2N2CCSCC2)cc1 | 28 | -2 | 1 | 2.9 | 11 | 2 | 3 | 8
O=C(CSc1nnc(CNC(=O)c2ccccc2F)o1)NC1CCCC1 | 3 | -11 | -3 | -1.4 | -2 | -2 | -6 | -9
CCOCCCNCc1cc(Br)ccc1OCc1ccccc1 | 18 | -6 | 0 | 4.6 | 0 | 12 | -7 | -6
Cc1ccc(C(=O)CNc2ccc(F)cc2)cc1 | 91* | 2 | 0 | -0.1 | 46* | 0 | 1 | -14
COc1ccccc1NC(=O)Nc1ccc(S(=O)(=O)Nc2onc(C)c2C)cc1 | -11 | 2 | -4 | -0.3 | -7 | -9 | 3 | 2
O=c1c(Cl)c(N2CCOCC2)cnn1-c1nc2ccccc2[nH]1 | 1 | -2 | -2 | -0.2 | -7 | -17 | 1 | -60
O=C1N(Cc2cccc(Cl)c2)C[C@@H]2C[C@@H](c3ccco3)N3CCC[C@@]123 | 4 | -4 | 1 | -0.1 | 2 | 7 | 1 | 12
CN1C(CCl)Nc2cc(Cl)c(S(N)(=O)=O)cc2S1(=O)=O (stereo not given) | 6 | . | 1 | 0.8 | -7 | 0 | . | -3

Continuation.
SMILES | CCR6 antag | A3G deaminase | NR3A LBD binder | MPTP block | CXCR6 inh | EBI2 antag | A3A deaminase | Gli-Sufu block
Cc1ccc(NC(=O)CSCc2nc3c(nnn3Cc3ccc(F)cc3)c(=O)[nH]2)c(C)c1 | 4 | -4 | -3 | -0.5 | -5 | -5 | 0 | 1
COC(=O)C1CCN(C(=O)COC(=O)c2oc3ccc(OC)cc3c2C)CC1 | 3 | -1 | 0 | 1.3 | -2 | 7 | 2 | 0
COc1ccc2[nH]c(C)c(CCNc3ccc(C(F)(F)F)cc3[N+](=O)[O-])c2c1 | 21 | -1 | 19* | 0.5 | 6 | 16 | -2 | 18
CC[N+]1(CC)CC2=Cc3c(ccc4ccccc34)CC2C1 (stereo not given) | 6 | -1 | 0 | 0.7 | -5 | -10 | 3 | -1
Cn1c(=O)cc(OCC(=O)N2CCC(N3CCCCC3)CC2)c2ccccc21 | -2 | -9 | 0 | 0.2 | -5 | -1 | -3 | 16
COc1ccc2nnc(-c3ccccc3)n2n1 | 6 | -7 | -1 | -0.2 | 2 | -8 | 0 | -3
C=CCc1cc(Cl)ccc1OCCn1ccnc1 | 13 | -8 | -1 | 0.8 | 7 | -15 | -4 | 9
Cc1ccc(NS(=O)(=O)c2c(C)nc3sccn3c2=O)c(C)c1 | 20 | 2 | -1 | -1.8 | 2 | 1 | 0 | 5
O=C(C#Cc1ccccc1)Nc1cccc(F)c1 | -17 | 2 | 8 | 2.3 | -10 | -44 | -5 | -8
COc1ccc(OC)c(-n2nnnc2SCC(=O)Nc2ccc3c(c2)OCCO3)c1 | 2 | 0 | 2 | 1.3 | 8 | 6 | 2 | 4
O=c1c2ccccc2nc(/C=C/c2cccnc2)n1CCc1ccccc1 | 8 | -6 | -10 | -5.7 | 2 | 11 | 0 | 15
CCCCNC(=O)c1cc2c(=O)n3cccc(C)c3nc2s1 | 12 | -7 | 0 | -0.7 | -3 | 0 | -3 | -10
Clc1ccc(CSc2snnc2-c2ccccc2)cc1 | 30 | -2 | 0 | 7.6 | 12 | 14 | 1 | -16
Cc1ccc(NC(=O)Nc2cc(C)on2)cc1 | 8 | -3 | -2 | 1.2 | 1 | -5 | -1 | -35
COc1cccc(N2CCN(CC(=O)NC3=Nc4ccccc4N=C(C)C3c3ccccc3)CC2)c1 (stereo not given) | -4 | -8 | -2 | 3.0 | 10 | -2 | -5 | -5
COc1cc(OC)c(C(=O)Oc2ccc3c(c2)OCO3)cc1OC | 7 | -5 | -5 | -0.7 | 3 | 1 | 0 | -2
CN1CCN(c2ccc(S(=O)(=O)N3CCCCC3)cc2[N+](=O)[O-])CC1 | 8 | -5 | 1 | 3.2 | 0 | -9 | 0 | 4
Cn1ccsc1=NC(=O)c1ccc(OC(F)(F)F)cc1 | -3 | 1 | 5 | 0.6 | -6 | 10 | 4 | -25
Cc1ccc(S(=O)(=O)NCCC(=O)NC(C)c2ccccc2)cc1 (stereo not given) | 1 | -5 | -3 | -1.2 | 8 | -10 | -7 | -3
CCn1cc(C(=O)NC2CCCCC2C)c(=O)c2ccc(C)nc21 (stereo not given) | -1 | -4 | -1 | 4.6 | -8 | -2 | 1 | 5
C=CCNC(=O)NC(=O)c1csc([N+](=O)[O-])c1 | -7 | -2 | 2 | -0.7 | -8 | -7 | -2 | 4

Screening data deposited in PubChem BioAssay by Sanford-Burnham Center for Chemical Genomics.
